GRIN3A LBD mod = NR3A (human) ligand-binding domain modulation. NR3A LBD differential scanning fluorimetry, Tm shift; 0% = protein alone, 100% = glycine-bound protein. Tm shift relative to glycine control, % at 25 µM. hit rate 2.5% among 340,000;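 active = melting temperature shift of at least 10% of the positive control shift, at one fixed dose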
MPTP inh = inhibitors of mitochondrial permeability transition pore; isolated mouse mitochondria, Ca2+ swelling absorbance, 30 min; inhibition, % at 10 µM; hit rate 1.4% among 360,000; AID 602449;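 active = inhibition of 50% or more, scaled per plate between neutral and stimulator controls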;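 note: 0% = DMSO wells given calcium and 100% = 1 mM EGTA wells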
APOBEC3A inh = inhibitors of human APOBEC3A DNA deaminase. inhibition, % at 20 µM. P31941. AID 493011. hit rate 0.41% among 330,000. recombinant A3A, FAM/TAMRA ssDNA deamination fluorescence;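 active = at least 40% inhibition at 20 µM here, with at most 30% in a related deaminase screen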;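 note: plate controls were A3A with DMSO for no effect and wells lacking A3A enzyme for full effect; some results filed as inactive read as strong as hits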
Target sequence (P31941 whole entry, looked up): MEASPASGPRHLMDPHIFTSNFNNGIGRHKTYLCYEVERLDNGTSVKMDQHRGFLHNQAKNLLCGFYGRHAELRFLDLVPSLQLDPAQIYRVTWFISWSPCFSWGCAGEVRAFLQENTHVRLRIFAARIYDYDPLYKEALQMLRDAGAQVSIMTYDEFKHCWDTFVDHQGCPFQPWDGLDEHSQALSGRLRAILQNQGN
A3G deaminase = APOBEC3G (human) deaminase inhibition; AID 493012; inhibition, % at 20 µM; recombinant A3G, ssDNA deamination FAM/TAMRA fluorescence; hit rate 0.28% among 330,000;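 active = inhibition of at least 40% at 20 µM, with no more than 30% in the related APOBEC3A deaminase screen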;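 note: plate controls were DMSO wells with A3G for no effect and wells lacking A3G enzyme for full effect; some compounds called inactive have numbers as strong as hits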
EBI2 block = EBI2 (human) antagonism; P32249; EBI2 beta-arrestin recruitment, luminescence, 7a,25-OHC stimulated; inhibition, % at 5 µM; hit rate 0.81% among 360,000; AID 651636; in the data active = inhibition above about 38%;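 note: enzyme fragment complementation signal reports receptor beta-arrestin coupling in cells; 0% = agonist plus DMSO wells and 100% = wells without agonist; some results beyond the cut were filed as inactive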
CCR6 antagonist = antagonists of human CCR6 receptor; P51684; CHO-K1 CCR6 PathHunter beta-arrestin, luminescence, CCL20-stimulated; inhibition, % at 20 µM; hit rate 0.49% among 340,000;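 active = compounds whose inhibition of the agonist-driven luminescence signal at 20 µM reaches about 50%, limit read from the data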;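 note: cells stimulated with CCL20 at 14 nM final; plate controls were DMSO with CCL20 for no effect and DMSO without agonist for full effect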
Target sequence (P51684 whole entry, looked up): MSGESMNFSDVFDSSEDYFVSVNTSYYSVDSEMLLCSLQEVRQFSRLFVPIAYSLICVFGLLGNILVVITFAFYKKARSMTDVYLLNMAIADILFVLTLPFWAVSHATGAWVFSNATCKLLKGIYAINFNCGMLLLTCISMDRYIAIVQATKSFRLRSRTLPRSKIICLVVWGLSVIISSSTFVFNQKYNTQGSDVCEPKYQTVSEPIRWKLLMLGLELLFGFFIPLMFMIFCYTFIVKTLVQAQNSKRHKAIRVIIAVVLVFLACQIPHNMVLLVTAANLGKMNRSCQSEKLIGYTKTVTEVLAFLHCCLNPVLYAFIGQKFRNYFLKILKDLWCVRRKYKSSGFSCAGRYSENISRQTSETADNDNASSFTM
CXCR6 block = inhibitors of human CXCR6 receptor. inhibition, % at 20 µM. AID 602244. CHO-K1 PathHunter CXCR6 beta-arrestin, luminescence. O00574. hit rate 0.36% among 360,000; in the data active = inhibition above about 34%, passing the limit was not always enough;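 note: antagonist mode with CXCL16 agonist at 10 nM final; 0% = 10 nM CXCL16 with DMSO and 100% = unstimulated wells without agonist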
Target sequence (O00574 whole entry, looked up): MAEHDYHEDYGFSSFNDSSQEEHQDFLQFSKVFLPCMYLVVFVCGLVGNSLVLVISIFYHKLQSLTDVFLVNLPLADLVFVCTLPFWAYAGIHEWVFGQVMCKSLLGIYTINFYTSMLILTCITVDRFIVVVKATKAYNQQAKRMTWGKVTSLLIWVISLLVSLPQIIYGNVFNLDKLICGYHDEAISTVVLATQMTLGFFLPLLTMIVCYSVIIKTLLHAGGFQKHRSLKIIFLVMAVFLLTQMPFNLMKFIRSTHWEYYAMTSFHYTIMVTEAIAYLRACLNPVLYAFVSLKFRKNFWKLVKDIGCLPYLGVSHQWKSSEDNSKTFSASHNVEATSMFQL
Gli-Sufu antag = antagonists of Gli-Sufu signaling; inhibition, % at 5 µM; hit rate 0.74% among 340,000; Sufu-KO-LIGHT fibroblasts, Gli luciferase reporter luminescence;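 active = inhibition above about 55%, limit read from the data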;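 note: 0% = DMSO-treated cells and 100% = wells with medium but no cells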
Active calls of the source: *; x = no result given; & = joins results of further samples.

structure	GRIN3A LBD mod	MPTP inh	APOBEC3A inh	A3G deaminase	EBI2 block	CCR6 antagonist	CXCR6 block	Gli-Sufu antag
CSc1ccccc1NC(=O)COc1nsnc1N1CCOCC1	-2.4	-0.7	-1.0	-3.2	1.4	15.0	2.1	-8.1
Cc1ccc(C(=O)CSc2nc3ccccc3c(=O)[nH]2)cc1	-2.3	5.4	-0.6	-0.5	5.5	-0.3	3.1	-7.2
COc1ccc(Cl)cc1NC(=O)c1sc2nc(C)nc(N3CCOCC3)c2c1C	-3.8	3.0	2.5	-0.3	21.0	-3.1	-4.4	48.8
CCOC(=O)C1CCN(c2ncnc3c2cnn3C)CC1	-9.7	0.6	-4.2	-5.2	-6.1	-3.1	-6.7	-3.1
COc1cccc(C2c3c(C)nn(-c4ccc([N+](=O)[O-])cc4)c3N=C3C(=O)Nc4ccccc4N32)c1 (stereo not given)	1.9	4.5	-2.3	-3.2	7.6	10.8	16.4	19.6
COc1ccc(NCCC#N)cc1	0.8	-0.6	0.2	-5.2	0.1	6.0	-2.6	-3.1
Cc1ccc(C(=O)COC(=O)CN2C(=O)C3C4CCC(C4)C3C2=O)cc1C (stereo not given)	-0.3	-1.3	-2.5	-6.4	4.5	-5.5	0.4	-0.5
COCCN1CCn2c(nc3cc(Nc4nnc(C)c5ccccc45)ccc32)C1	1.5	2.6	-2.0	-1.4	-6.7	-16.0	1.1	-1.3
Cc1cccc(NC(=O)c2ccc(-n3ccnc3)nc2)c1	-6.7	0.8	-4.1	-4.5	-1.3	-4.2	4.4	2.9
Cc1cccc(NC(=O)c2ccc(S(=O)(=O)N3CCCCCC3)cc2)n1	1.2	-1.2	0.4	-0.1	11.3	2.8	8.1	-28.8
COc1ccccc1C(NC(C)=O)c1cc(Cl)c2cccnc2c1O (stereo not given)	-4.7	-0.7	-3.9	-9.0	10.3	30.8	11.7	-7.2
COc1ccc(C(=O)NN)cc1	-0.2	0.3	-4.3	-9.0	-8.2	-10.2	-11.8	-0.6
COC1=CC(=O)OC(c2ccco2)C1 (stereo not given)	0.6	-2.5	x	x	-7.6	3.3	-0.3	3.8
O=C(NCCCN1CCCC1)c1ccc(CSCc2cccc(Cl)c2)o1	-1.6	-2.0	1.2	-4.6	-17.3	0.8	-0.7	10.7
CCOC(=O)C1(CCOC)CCN(Cc2nc(-c3cccs3)oc2C)CC1	3.6	0.3	0.6	0.4	5.9	3.5	1.8	21.3
O=C(NCCS(=O)(=O)N1CCN(c2ccccc2)CC1)c1cccs1	1.9	-1.4	-0.4	-2.0	-0.9	6.1	-1.9	-22.4
COC(=O)c1ccccc1NC1=C/C(=N\S(=O)(=O)c2cccs2)c2ccccc2C1=O	-5.2&-5.2	7.2&9.9	3.7	-2.4	3.1&35.7	54.0*	42.5*	-17.3&10.7
CCOC(=O)C1CCN(c2cc(=O)n(-c3ccc(OC)cc3)c(=O)[nH]2)CC1	-0.7	-0.6	-4.5	-2.7	-7.2	12.0	-2.2	3.4
CC(C(=O)N1CCCC1)N1CCN(S(=O)(=O)c2ccccc2)CC1 (stereo not given)	0.3	-2.0	-2.4	-6.0	-5.5	-0.7	1.4	-0.6
Cc1cccc(C(=O)NC(C(=O)Nc2cccc(S(=O)(=O)N3CCCC3)c2)C(C)C)c1 (stereo not given)	1.6	-0.7	-2.3	-4.9	-7.2	0.0	-1.6	4.7

Molecules listed so far containing a furan ring, fused or not (2):
structure	GRIN3A LBD mod	MPTP inh	APOBEC3A inh	A3G deaminase	EBI2 block	CCR6 antagonist	CXCR6 block	Gli-Sufu antag
COC1=CC(=O)OC(c2ccco2)C1 (stereo not given)	0.6	-2.5	x	x	-7.6	3.3	-0.3	3.8
O=C(NCCCN1CCCC1)c1ccc(CSCc2cccc(Cl)c2)o1	-1.6	-2.0	1.2	-4.6	-17.3	0.8	-0.7	10.7

(listing goes on)
structure	GRIN3A LBD mod	MPTP inh	APOBEC3A inh	A3G deaminase	EBI2 block	CCR6 antagonist	CXCR6 block	Gli-Sufu antag
O=C(NCc1ccccn1)C1CCN(S(=O)(=O)N2CCCCC2)CC1	0.8	0.0	-2.8	-10.0	-7.7	-7.1	2.6	-2.9
COc1ccc(C(=O)N/N=C2\CCS(=O)(=O)c3ccc(F)cc32)cc1OC	-1.2	2.5	0.2	-2.7	3.4	-2.9	-10.5	-6.2
O=C(CCc1ccc(O)cc1)c1c(O)cc(O)cc1O[C@@H]1O[C@H](CO)[C@@H](O)[C@H](O)[C@H]1O	1.3	0.4	0.6	-3.6	-4.4	15.6	-9.2	2.7
Cc1ccc(NC(=O)C2(c3ccccc3)CC2(Cl)Cl)cc1C (stereo not given)	-5.6	21.2	0.6	-4.8	1.0	8.2	-11.1	-18.0
Cc1ccc(-c2csc3n[nH]c(=S)n23)cc1	8.9	0.9	-5.3	59.6*	-18.9	-22.8	-13.8	-0.3
Cn1cccc1CC(=O)N/N=C/c1ccc([N+](=O)[O-])cc1	-2.3	0.9	1.1	3.6	16.2	8.9	-9.6	-8.2
CC(=O)N1CCN(c2ccccc2NC(=O)c2ccco2)CC1	-1.2	-0.9	-2.6	4.7	-10.3	12.7	0.7	6.2
CCCCCOc1ccc(/C=c2\sc3nc(=O)c(-c4ccccc4)nn3c2=O)cc1OC	-12.9	0.4	-0.4	-3.4	22.7	-2.6	-4.9	-5.5
N#Cc1ccsc1NC(=O)CN1CCCCCC1	0.7	-0.1	1.9	1.8	-6.1	0.9	-4.6	-8.8
CN(C)S(=O)(=O)c1ccc(N2CCCC2)c(C(=O)NNC(=O)c2ccccc2)c1	-1.8	2.1	0.4	-5.6	-9.1	3.3	4.8	-9.0
CSc1nncc(-c2ccccc2)n1	2.2	-0.3	-1.0	-0.4	-0.6	5.7	-1.0	-0.5
CC12CCC(=O)C=C1CCC1C3CC(O)C(O)(C(=O)CO)C3(C)CC(O)C12F (stereo not given)	3.3	-1.8	x	x	7.3	7.1	-4.7	-0.6
Nc1cc(=O)[nH]c(SCC(=O)c2ccc(O)cc2O)n1	3.0	-1.0	-3.6	-9.7	-5.5	5.7	-2.2	10.6
CC(=O)Nc1cc2c3ccccc3n(C)c2cc1[N+](=O)[O-]	0.6	1.0	x	x	-25.6	7.8	-9.2	0.7
Cc1ccc([N+](=O)[O-])cc1N/C=C/C(=O)c1ccco1	1.3	1.4	0.8	-1.4	-2.6	-6.0	-6.3	-16.5
Cc1nc(CSc2nc3[nH]ncc3c(=O)n2-c2ccccc2)cs1	-0.4	-1.1	5.5	4.7	-25.7	-4.7	9.1	3.4
O=C(OCC(=O)N1N=C(c2ccc(Cl)cc2)CC1c1ccco1)c1cccnc1 (stereo not given)	-1.1	-0.7	9.7	-0.9	0.5	11.2	4.2	-6.8
CCCS(=O)(=O)N1CCC(C(=O)N2CCN(C(=O)OCC)CC2)CC1	-0.7	0.7	-4.4	-8.2	-7.6	-5.1	2.0	1.2
COCCN(Cc1ccccc1)C(=O)c1ccc(C(=O)c2ccccc2)cc1	-0.9	1.5	-3.7	-7.8	12.3	9.1	1.0	5.3
CC(C)(C)n1ncc2c(=O)n(Cc3c(Cl)cccc3Br)cnc21	-4.0	0.9	-2.5	-8.2	3.3	15.2	5.1	4.7

(cont.)
structure	GRIN3A LBD mod	MPTP inh	APOBEC3A inh	A3G deaminase	EBI2 block	CCR6 antagonist	CXCR6 block	Gli-Sufu antag
CCCOc1ccc(C(CC(=O)O)NC(=O)CC(c2ccccc2)c2ccccc2)cc1 (stereo not given)	0.7	-0.7	-0.7	-5.5	4.8	1.1	-4.0	2.3
O=C(c1ccccc1F)N1CCN(c2ccccn2)CC1	0.2	1.1	-4.2	-5.4	6.4	14.2	-1.0	2.5
CCC1(C(=O)O)NC(c2cc(OC)ccc2O)C2C(=O)N(Cc3ccccc3)C(=O)C21 (stereo not given)	0.1	-0.8	-2.7	-6.6	3.7	-5.3	1.4	5.2
Cc1ccc(F)c([C@H]2[C@@H]3C=CCC[C@@]3(C)C(=O)N2Cc2ccccc2)c1	1.4	0.1	0.0	-2.0	13.8	11.6	-2.1	-3.6
COc1ccc(NC(=O)CCn2nnc(-c3ccc(C)cc3)n2)cc1OC	0.0	1.8	3.1	-5.0	-9.3	-4.8	0.0	6.5
CCOC(=O)C1=C(C)Nc2ccccc2S1	-2.2	-1.2	-1.9	-2.3	10.4	12.4	14.2	-13.7
CC1CCCC(NC(=O)c2cccc(S(=O)(=O)N3CCCCC3)c2)C1C (stereo not given)	0.7	-1.4	0.4	-10.2	9.8	14.5	-8.7	8.6
Cc1ccc(C(=O)COc2ncnc3cc(Cl)ccc23)cc1	1.2	1.9	1.4	-3.1	4.7	11.2	3.6	-5.8
CCOC(=O)C(CC)Sc1ccc2nnc(CCNS(=O)(=O)c3ccccc3)n2n1 (stereo not given)	0.3	-0.2	3.0	-4.8	7.3	10.6	5.0	8.2
CN1CCN(CCc2nc3cc(NC(=O)COc4ccc(Cl)cc4)ccc3n2C)CC1	-1.6	0.1	6.4	16.9	5.6	11.2	1.4	x
COc1ccc(C2c3ccsc3CCN2C(=O)NC(C)(C)C)cc1 (stereo not given)	-1.4	1.7	-3.0	3.7	10.7	15.0	10.6	1.2
CCOC(=O)C1(CCCc2ccccc2)CCN(Cc2cnn(C)c2)CC1	-0.1	2.3	-0.5	-7.3	14.3	13.8	3.9	12.6
Cc1ccccc1CS(=O)(=O)c1ccc(C(=O)N2CCC(C)CC2)cc1[N+](=O)[O-]	0.9	-4.3	-3.9	-7.8	-5.0	4.4	-6.3	14.3
CCOC(=O)NC1(C(F)(F)F)C(=O)N(Cc2ccccn2)C2=C1C(=O)CC(C)(C)C2 (stereo not given)	0.2	-1.0	-1.9	-8.6	-10.9	-8.0	-0.8	4.0
COc1cc(C(=O)OCC(=O)NCc2ccc(F)cc2)ccc1OCC(C)C	2.1	1.7	9.6	9.0	-3.1	30.9	-3.6	4.4
Cc1noc(C)c1C(=O)N1CCN(c2cccc(Cl)c2)CC1	0.2	-0.8	-2.7	-9.8	-6.1	-1.0	-0.1	1.4
CC(=O)NCCc1csc(-c2ccccc2)n1	-0.1	0.4	-5.6	-11.1	-7.2	2.4	-2.6	-8.4
O=c1cc(O)n(-c2ccccc2F)c(=S)[nH]1	-1.9	-1.2	-1.3	2.3	-2.5	12.6	3.1	1.9
Cn1cccc1C(=O)NCC1CCCCC1	-0.6	0.5	-4.9	-8.7	1.2	11.3	-8.7	-32.2
CCN(CCNCC(O)COCc1ccc(Cl)cc1)c1cccc(C)c1 (stereo not given)	0.0	42.4	-3.3	-13.6	9.4	9.5	-6.6	9.2

(next part)
structure	GRIN3A LBD mod	MPTP inh	APOBEC3A inh	A3G deaminase	EBI2 block	CCR6 antagonist	CXCR6 block	Gli-Sufu antag
COc1cc2c(cc1OC)CN(C(=S)Nc1ccccc1Cl)CC2	-2.2	3.6	7.9	-0.6	-0.1	2.3	-4.6	-10.9
CCCN(CC(=O)c1cc(C)n(C)c1C)S(=O)(=O)c1cccc(C(F)(F)F)c1	4.7	1.1	-6.1	-8.3	9.3	17.0	12.5	7.4
COc1ccc(CNC(=O)c2ccc(CNc3c(NC4CCCCC4)c(=O)c3=O)cc2)cc1	0.2	-1.6	1.4	0.9	-1.2	9.1	4.7	-0.1
OCC[C@H]1C[C@@H](O)[C@H](O)[C@]2(OCc3ccccc32)O1	0.6	0.4	2.2	-11.4	-5.6	-3.5	3.5	-3.4
CC(c1ccccc1)n1c(-c2ccc(Cl)cc2)n[nH]c1=S (stereo not given)	-1.2	0.6	0.3	7.4	5.7	-2.3	2.8	2.6
COc1ccc(C(=O)NCCSC2CCCCC2)cc1	0.4	-0.8	-6.9	-6.1	4.8	7.0	3.3	-68.0
CC(Oc1ccc(Br)cc1)C(=O)Nc1ccc(S(=O)(=O)NC2=NCCCCC2)cc1 (stereo not given)	-0.9	0.8	x	x	-7.3	7.2	3.0	-0.6

Assay outcomes deposited in PubChem BioAssay by Sanford-Burnham Center for Chemical Genomics.
